Compound activity from PubChem.
GLP-1R inv ag = GLP-1 receptor (human) inverse agonism. HEK293 GLP-1R CRE-luciferase, luminescence, 24 h; GLP-1R form is constitutively active. AID 624417. P43220. 410,000 tested, 1.6% active. Potency, µM (doses to about 38.3 µM), inactives show at the top dose activity change, negative = inhibition, most hits filed as inhibitors; further: on the % scale 0 is the no-effect control and ±100 the full control effect; nearly all actives have a fitted effect of over 55% in size
Target sequence (P43220 whole entry, looked up): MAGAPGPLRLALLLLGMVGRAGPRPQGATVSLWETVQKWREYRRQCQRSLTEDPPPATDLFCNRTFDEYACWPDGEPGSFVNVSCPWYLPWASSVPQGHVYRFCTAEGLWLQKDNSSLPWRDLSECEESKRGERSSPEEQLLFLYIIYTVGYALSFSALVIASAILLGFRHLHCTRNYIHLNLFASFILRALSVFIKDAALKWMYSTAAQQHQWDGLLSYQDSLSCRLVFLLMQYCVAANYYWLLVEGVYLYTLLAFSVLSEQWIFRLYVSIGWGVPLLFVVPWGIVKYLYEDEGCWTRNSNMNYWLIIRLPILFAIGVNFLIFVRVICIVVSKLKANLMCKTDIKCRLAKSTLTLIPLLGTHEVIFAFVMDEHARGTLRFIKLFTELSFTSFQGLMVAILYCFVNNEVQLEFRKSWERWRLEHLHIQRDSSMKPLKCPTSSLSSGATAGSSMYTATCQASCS
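Using stably transfected HEK293 (constitutively active GLP-1R, cAMP-luciferase reporter), compounds were incubated 24 hr and luciferase measured by luminescence.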
GLP1R ag = activates the human GLP-1 receptor; P43220; HEK293 GLP-1R CRE-luciferase, luminescence, 4-6 h; cells express a hypersensitive GLP-1R form; Potency, µM (top dose mostly 45.6 µM), for the others: at the top dose activation, most hits filed as activators; 380,000 tested, 0.007% active; AID 624172; further: % of control where 0% means no effect
HT1080 IDH1KD tx = toxicity to HT-1080 IDH1 knockdown cells (counter line) | Potency, µM (titrated, usually from 46.1 µM), inactives show at the top dose activity, negative = toxicity, most hits filed as cytotoxic | 360,000 tested, 2% active | AID 686971 | HT-1080 IDH1 knockdown viability, ATP luminescence, 48 h;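 further: 0% = DMSO wells and -100% = cell-free medium wells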
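% activity derives from luminescence (CellTiter-Glo), normalised to DMSO and no-cell wells. HT-1080-IDH1KD cells, 750/well, had 48 h compound exposure at 37 °C.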
GLP1R cytotox = cytotoxicity counter-screen for GLP-1 receptor inverse agonists; HEK293 cAMP-luciferase reporter cells, luminescence, 24 h; Potency, µM (top dose mostly 38.3 µM), for inactives: at the highest dose activity change, negative = inhibition, most hits filed as inhibitors; 410,000 tested, 0.13% active;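 further: loss of luciferase light is scored as toxicity; on the % scale 0 is the no-effect control and ±100 the full control effect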
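Seeding density was 200 cells/uL; after overnight-length (12 h) culture, 23 nL compounds went on for 24 h at 37 °C. Readout used a luciferase detection reagent, luminescence taken after 12 min at room temperature.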
KB-V1 MDR tox = KB-V1 MDR subline cytotoxicity. 400,000 tested, 3.4% active. KB-V1 MDR cells viability, CellTiter-Glo, 72 h. Potency, µM (series often up to 46.1 µM), for inactives: top-dose activity change, negative = cytotoxicity, usual class: cytotoxic; further: on the % scale 0 is the no-effect control and ±100 the full control effect; nearly all actives have a fitted effect of over 60% in size
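Cells of the MDR subline KB-V1 are plated, dosed with compound at multiple concentrations, and incubated 72 h at 37 degrees C; CellTiter-Glo is then added and luminescence read after 10 min.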
KB-3-1 tox = KB-3-1 parental cell cytotoxicity; Potency, µM (highest dose often 46.1 µM), for inactives: at the highest dose activity change, negative = cytotoxic, usual class: cytotoxic; 400,000 tested, 1.4% active; KB-3-1 viability, CellTiter-Glo ATP luminescence, 72 h; further: on the % scale 0 is the no-effect control and ±100 the full control effect; nearly all actives have a fitted effect of over 60% in size
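KB-3-1 cells, DMEM (no phenol red) + 10% FBS; compound by pin transfer, 72 h, 37 °C. Readout: CellTiter-Glo luminescence after 10 min. Data normalized, curve-fitted.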
SW480 rerep = inducers of DNA re-replication in SW480 colon cancer cells; Potency, µM (top dose mostly 46.1 µM), for inactives: at the highest dose re-replication activation, usual class: activators; 340,000 tested, 1.8% active; SW480 DNA re-replication, Hoechst DNA content imaging, 48 h; further: % of control where 0% means no effect; nearly all actives have a fitted effect of over 55% in size
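Image-based DNA-content assay: after two days of treatment, nuclei were labelled with the DNA dye Hoechst and imaged, and hits were compounds raising the count of nuclei showing high fluorescence intensity.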
TDP-43 yeast inh = TDP-43 toxicity inhibition in yeast; Potency, µM (titrated, usually from 46.1 µM), inactives show top-dose growth rescue (activation), usual class: activators; 410,000 tested, 1.8% active; TDP-43 expressing yeast growth rescue, BacTiter-Glo, 24 h; further: % of control where 0% means no effect; nearly all actives have a fitted effect of over 50% in size
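Cell-based yeast growth screen: TDP-43 expression induced in galactose, inoculum OD600=0.02 after raffinose pregrowth to mid-log. Read-out BacTiter-Glo luminescence at 24 hr, 30 deg C; inhibition of toxicity seen as signal increase.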
HT1080NT lethal = kills 2HG-producing HT-1080-NT fibrosarcoma cells. Potency, µM (highest dose often 46.1 µM), inactives show top-dose activity, negative = less viability, hits mostly cytotoxic. AID 686970. 360,000 tested, 1.6% active. HT-1080-NT fibrosarcoma viability, CellTiter-Glo ATP luminescence, 48 h;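 further: NT is the 2HG producing partner of a matched IDH1 knockdown line; 0% = DMSO-treated cells and -100% = media-only wells without cells; nearly all actives have a fitted effect of over 55% in size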
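Read-out is CellTiter-Glo luminescence after 10 minutes at room temperature, following 48 hours' compound treatment of HT-1080-NT cells (750 cells/well, RPMI, 5% FBS, 37 degrees C).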
* hit, by the source's call; ? = inconclusive; . = no result given; [ ] = dose if it differs, or a comment. The call rests on the fitted dose curve; in most records, active means well fitted curve in the direction sought with a large enough effect; inconclusive means small, poorly fitted or top-dose-only effect, or another doubt; inactive means no such curve, though single readings can be large; an effect the other way counts as inactive or inconclusive. Potency means the concentration at half of the fitted maximal effect.

SMILES | GLP-1R inv ag | GLP1R ag | HT1080 IDH1KD tx | GLP1R cytotox | KB-V1 MDR tox | KB-3-1 tox | SW480 rerep | TDP-43 yeast inh | HT1080NT lethal
NCCCn1c(C(=O)c2cc(Cl)c(N)c(Cl)c2)c2ccc([N+](=O)[O-])cc2[n+]1[O-] | -31.5% | -4.3% | -20.9% | ? | 0.0% | ? | 1.03µM* | 0.0% | ?
COc1ccc(C(=O)Cn2nnc(-c3ccccc3NC(=O)C(F)(F)F)n2)cc1 | -6.6% | -2.0% | 8.2% | -6.0% | 7.9% | 5.5% | -0.7% | 20.0% | 4.4%
O=C(NCC1CCCN1S(=O)(=O)c1cccs1)C(=O)Nc1ccccc1Cl (configuration not stated) | -6.9% | 6.4% | -0.5% | 3.9% | -15.6% | -7.7% | -1.6% | 11.2% | 9.6%
COc1ccc(/C(C)=N/NC(=O)CNC(=O)/C=C\c2ccccc2)c(OC)c1 | -4.9% | -0.6% | 1.3% | -13.9% | 15.1% | 2.1% | 3.1% | 20.6% | 3.1%
O=C(C[C@@H]1C/C=C\C[C@@H](Cc2ccc(F)cc2)C(=O)OC[C@@H]2CCCN2C1=O)N[C@H](CO)Cc1ccccc1 | ? | 3.1% | -0.2% | 1.9% | -10.5% | 15.1% | -4.9% | 3.5% | 2.8%
COc1ccc(C(=O)OCC(=O)NC2CC2)cc1 | 4.0% | -0.6% | 14.7% | 6.6% | 4.8% | 2.7% | . | 4.8% | 5.2%
O=C(NCCCN1CCOCC1)c1cc2c(s1)-c1ccccc1OC2 | ? | -2.4% | -29.1% | 15.4% | -26.8% | -4.9% | -1.1% | -7.5% | -20.8%
COc1ccc(/C(C)=N/N2CCOCC2)c(O)c1 | 7.1% | 6.0% | 23.7% | 9.2% | ? | 17.5% | -1.5% | -2.8% | 15.8%
N=c1c2ccccc2nc2n1CCCCC2 | -3.4% | 10.8% | -5.4% | -5.6% | 2.4% | 20.2% | . | 10.7% | -4.5%
O=C(c1ccc2ccccc2n1)N1CCN(c2ccccc2Cl)CC1 | -5.6% | 22.8% | -11.2% | 1.8% | -24.2% | 2.7% | -21.4% | 5.4%[9.22 µM] | -9.9%
O=C(c1snnc1-c1ccccc1)N1CCOCC1 | 19.4% | 0.9% | 13.4% | 22.7% | 0.0% | 7.6% | -11.8% | 0.0% | 8.7%
CCOCCn1c(CN(C)Cc2ccccc2)nc2c1c(=O)n(C)c(=O)n2C | -14.3% | -3.9% | 2.2% | -1.9% | 7.0% | 17.6% | -8.8% | 1.9% | 0.2%
CCC(=O)Nc1ccc(NC(=S)NC(=O)Cc2ccccc2)cc1 | 13.6% | 13.5% | 5.3% | -21.7% | -2.3% | 14.4% | 1.1% | 7.9% | 9.0%
COc1ccc(OC)c(N(CC(=O)Nc2cccnc2)S(C)(=O)=O)c1 | 10.0% | -1.3% | 8.2%[9.24 µM] | 5.7% | 2.6% | 3.5% | -4.5% | -14.3% | 8.5%
Cc1ccc(C(=O)NC(=S)N2CCCC2)cc1 | ? | -3.7% | 9.0% | ? | 24.1% | 19.7% | -9.7% | -1.4% | -2.5%
Cc1ccc(C)n1-c1ccc(N(C)C)cc1 | -25.4%[0.307 µM] | -3.4% | -15.9% | 9.1%[0.307 µM] | -1.0% | -1.3% | ? | 0.9% | -24.4%
CCOc1ccc2nc(N/C(N)=N/C(=S)Nc3ccc(OC)cc3)nc(C)c2c1 | -8.9% | 3.3% | -5.5% | -26.0% | 3.0% | -23.3% | 9.7% | ? | -3.3%
COc1ccc(C2CC(=O)N(Cc3ccccc3C)c3c2c(C)nn3-c2nc(C)cc(C)n2)c(OC)c1 (configuration not stated) | 5.9% | . | . | -4.3% | -1.1% | 3.0% | . | 22.3%[9.22 µM] | .
COc1ccc(CCn2nnc3ccccc3c2=O)cc1OC | 15.8% | 0.6% | 19.4% | 0.5% | -28.3% | 0.4% | . | ? | 15.9%
COCCn1c(-c2cc(OC)c(OC)c(OC)c2)nc2oc3cc(OC)ccc3c(=O)c2c1=O | 14.1% | -6.8% | 12.6% | 1.9% | -14.1% | 1.1% | -12.5% | -0.8% | 8.7%
COc1ccc(C2c3c(n(C)c4ccccc34)C(=O)N2CC(=O)Nc2ccc(C)cc2Cl)cc1 (configuration not stated) | 1.6% | . | . | 4.5% | -8.1% | 0.0% | . | 7.2% | .
COC(=O)Cc1cc(OC)c(OC)cc1S(=O)(=O)N(C)C | 4.7% | 1.8% | 7.7% | 7.9% | 4.0% | -2.3% | -26.2% | 7.6% | 10.5%
CC(C)(C)c1cc[n+](-c2[nH]c(=O)sc2/C=N/N=C(\[O-])c2cccnc2)cc1 | -2.6% | -5.2% | 0.1% | -10.5% | ? | 1.8% | 0.9% | 4.8% | 11.0%
COc1ccc(S(=O)(=O)N(CC(=O)NCc2cccnc2)c2ccc(C)cc2)cc1OC | 48.6%[activator] | 6.4% | 6.0% | -10.0% | ? | -4.7% | 13.1% | -11.3% | 16.8%
COc1ccccc1N1CCN(C(=O)c2ccoc2C)CC1 | -13.6% | 0.9% | 8.4% | -14.1% | 1.2% | -1.3% | 0.3% | 15.8% | 1.6%

Of the compounds above, these have a thiophene ring, fused or not:
SMILES | GLP-1R inv ag | GLP1R ag | HT1080 IDH1KD tx | GLP1R cytotox | KB-V1 MDR tox | KB-3-1 tox | SW480 rerep | TDP-43 yeast inh | HT1080NT lethal
O=C(NCC1CCCN1S(=O)(=O)c1cccs1)C(=O)Nc1ccccc1Cl (configuration not stated) | -6.9% | 6.4% | -0.5% | 3.9% | -15.6% | -7.7% | -1.6% | 11.2% | 9.6%
O=C(NCCCN1CCOCC1)c1cc2c(s1)-c1ccccc1OC2 | ? | -2.4% | -29.1% | 15.4% | -26.8% | -4.9% | -1.1% | -7.5% | -20.8%

The listing picks up; the 2 compounds before the break are reprinted first.
SMILES | GLP-1R inv ag | GLP1R ag | HT1080 IDH1KD tx | GLP1R cytotox | KB-V1 MDR tox | KB-3-1 tox | SW480 rerep | TDP-43 yeast inh | HT1080NT lethal
COc1ccc(S(=O)(=O)N(CC(=O)NCc2cccnc2)c2ccc(C)cc2)cc1OC | 48.6%[activator] | 6.4% | 6.0% | -10.0% | ? | -4.7% | 13.1% | -11.3% | 16.8%
COc1ccccc1N1CCN(C(=O)c2ccoc2C)CC1 | -13.6% | 0.9% | 8.4% | -14.1% | 1.2% | -1.3% | 0.3% | 15.8% | 1.6%
CC(=O)CC(=O)Nc1ncc(C(F)(F)F)cc1Cl | ? | 7.0% | 20.3% | -2.5% | -3.2% | -6.7% | -2.1% | -19.3% | -3.6%
CCN(CC)CCNC(=S)Nc1ccc2nc(N3CCN(C)CC3)cc(C)c2c1 | ? | 14.5% | -19.6% | ? | 5.7% | -1.9% | ? | -16.1% | ?
O=C(c1ccc(F)cc1F)N1CCCC(c2nc(-c3ccc(F)cc3)no2)C1 (configuration not stated) | ? | 17.1% | -6.6% | 10.5% | ? | -19.4% | -2.0% | -11.1%[1.82 µM] | -16.2%
CSc1ccc(NC(N)=S)cc1 | 5.6% | -4.2% | 7.0% | 1.6% | 17.1% | 1.0% | -2.9% | ? | 12.4%
CCc1ccc2c(CN3CCN(Cc4ccccc4)CC3)cc(=O)oc2c1 | 8.91µM* | 22.1% | -17.7% | 16.7% | -6.0% | 0.5% | -0.8% | -18.2% | -10.3%
Cc1ccc(Cn2nnc(C(=O)Nc3cc(C)ccc3C)c2N)cc1 | 1.5% | 2.5% | -12.3% | -23.7% | -6.1% | -8.9% | -3.4% | -19.8% | -4.0%
Cc1ccc(CNCc2ccc3c(c2)n(C)c(=O)n3C)cc1 | 0.0% | . | . | -2.4% | -0.2% | -2.9% | . | 27.7%[9.22 µM] | .
CCc1ccc(-c2nc(CS(=O)CC(=O)NCc3cccnc3)c(C)o2)cc1 (configuration not stated) | -1.8% | 3.6% | -3.1% | -23.0% | 0.1% | -8.2% | -2.6% | -9.9% | -14.9%
CC1CCN(S(=O)(=O)c2ccc3nc(N4CCN(c5ccccc5F)CC4)ccc3c2)CC1 | 1.3% | . | . | -5.3% | -6.6% | 0.1% | . | 9.3% | .
CCCCn1c(N2CCC(Cc3ccccc3)CC2)nc2c1c(=O)[nH]c(=O)n2C | ? | -39.2%[inhibitor] | ? | -21.4% | -17.6% | ? | -0.9% | -88.8%[inhibitor] | ?
CC(C)c1ccc(NC(=O)Nc2nc(C(N)c3ccccc3)cs2)cc1 (configuration not stated) | ? | -10.1% | ? | ? | ? | ? | . | 19.0% | ?
O=C(Nc1ccc(N2CCCC2)cc1)c1cccc(Cl)c1 | ? | 17.5% | -4.6% | -11.8% | 0.3% | 5.1% | 25.1% | -12.4% | -14.9%
Cc1nn(-c2ccccc2)c(Cl)c1C(=O)NCC(C)c1ccccc1 (configuration not stated) | ? | 28.1% | -4.0% | 12.8% | ? | 2.5% | -2.8% | 25.4% | -1.2%
COC(=O)c1ccc(N=Cc2c(-c3ccccc3)[nH][nH]c2=O)cc1 | -13.9% | -6.0% | -27.6% | 0.8% | ? | 0.9% | 4.2% | 14.0% | 1.0%
O=C(c1ccc(S(=O)(=O)N2CCCC2)cc1)N1CCCCCC1 | 13.5% | -1.2% | 3.9% | -20.3% | -4.4% | -18.8% | 2.8% | 5.1% | 3.2%
O=C(O)CSc1ncnc2sc3c(c12)CCCC3 | ? | -0.2% | 3.7% | 4.6% | 10.5% | -2.0% | 8.6% | 5.9% | 16.5%
CCNC(=O)CN(c1ccc(OC)c(OC)c1)S(=O)(=O)c1ccccc1 | 0.2% | -3.7% | 6.7% | -1.1% | 0.9% | 6.5% | 0.8%[9.22 µM] | -5.0% | 7.6%
COc1ccc(N(CC(=O)Nc2cccc(F)c2)S(=O)(=O)c2c(C)[nH]c(=O)[nH]c2=O)cc1 | 19.2% | -0.7% | -3.4% | -9.1% | -0.8% | -6.4% | 3.5% | -0.7% | -6.2%
